From PubChem BioAssay
aDG glyco act – alpha-DG glycosylation activation; Pro5-aDG cells, alpha-DG glycosylation AlphaScreen (IIH6); 0% Pro5, 100% B10-LARGE cell signal; 360,000 tested, 0.22% active; activation, % at 10 µM;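 active means activation of at least 8% versus controls, or a plate z-score of at least 8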;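 further: Pro5 are CHO cells carrying HIG-tagged alpha-DG that lacks glycosylation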
CaV13 FRET inh – Disruptors of the CACNA1D IQ motif to Ca2+-dependent inactivation inhibitor domain association, primary screening, Förster resonance energy transfer in intact living …. HEK cells, CFP/YFP FRET ICDI-IQ, plate reader, 10 min; percent FRET-ratio fall versus neutral wells. inhibition, % at 12.3 µM. 340,000 tested, 0.098% active;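 active means mean replicate inhibition of at least 30% and at least 1% of replicates passing that level; inconclusive means only one of the two criteria is met; inactive means neither criterion is met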;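 further: 0% = median of the neutral control wells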
Peg3 promoter – reduces Peg3 promoter-driven luciferase expression in HeLa; HeLa PEG-Prom luciferase reporter, luminescence, overnight; inhibition, % at 20 µM; 360,000 tested, 1.7% active;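 active means inhibition of at least 50% at 20 µM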
HIF-2a inh – inhibitors of HIF-2a. inhibition, % at 18.8 µM. 786-0 RCC cells HIF-2a reporter, luciferase luminescence, overnight. 360,000 tested, 0.72% active;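 active means inhibition of the luminescence signal of 40% or more relative to plate controls, in a single-dose primary screen at 18.75 µM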
PDI turbidity – inhibitors of human protein disulfide isomerase; PDI insulin aggregation turbidity, A650, 90 min; inhibition, % at 10 µM; 350,000 tested, 0.052% active;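 active means mean inhibition across replicates of 30% or more, whatever share of single replicates reach that level; inconclusive means mean inhibition below 30% while every single replicate reaches 30%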;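 further: absorbance from insulin aggregation driven by PDI reduction with DTT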
Target sequence (P07237 whole entry, looked up): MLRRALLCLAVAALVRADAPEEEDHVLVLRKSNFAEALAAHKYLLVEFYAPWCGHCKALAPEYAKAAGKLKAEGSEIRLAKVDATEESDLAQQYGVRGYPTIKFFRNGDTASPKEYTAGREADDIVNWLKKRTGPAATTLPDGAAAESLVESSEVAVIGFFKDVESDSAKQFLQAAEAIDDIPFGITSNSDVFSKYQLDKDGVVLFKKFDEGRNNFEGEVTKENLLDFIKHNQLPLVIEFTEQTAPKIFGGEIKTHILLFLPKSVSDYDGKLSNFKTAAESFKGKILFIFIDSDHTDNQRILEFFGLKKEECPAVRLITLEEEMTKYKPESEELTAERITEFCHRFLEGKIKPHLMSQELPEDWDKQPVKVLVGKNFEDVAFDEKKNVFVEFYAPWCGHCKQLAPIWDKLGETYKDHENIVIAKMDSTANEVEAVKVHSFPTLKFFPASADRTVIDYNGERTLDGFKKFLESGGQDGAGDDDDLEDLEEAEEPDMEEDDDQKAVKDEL
NR2E3 ag-1 – activates human photoreceptor nuclear receptor NR2E3 | inhibition of corepressor binding, % at 4.78 µM | 320,000 tested, 0.12% active | AID 2300 | Q9Y5X4 | GST-NR2E3/biotin-RetCOR TR-FRET, 1536-well;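 active means percent inhibition above the cutoff of mean plus 3 SD of all tested compounds, set per screening campaign, cut at about 20% in these data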;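 further: 0% = DMSO wells and 100% = biotin wells as full block of FRET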
Target sequence (Q9Y5X4 whole entry, looked up): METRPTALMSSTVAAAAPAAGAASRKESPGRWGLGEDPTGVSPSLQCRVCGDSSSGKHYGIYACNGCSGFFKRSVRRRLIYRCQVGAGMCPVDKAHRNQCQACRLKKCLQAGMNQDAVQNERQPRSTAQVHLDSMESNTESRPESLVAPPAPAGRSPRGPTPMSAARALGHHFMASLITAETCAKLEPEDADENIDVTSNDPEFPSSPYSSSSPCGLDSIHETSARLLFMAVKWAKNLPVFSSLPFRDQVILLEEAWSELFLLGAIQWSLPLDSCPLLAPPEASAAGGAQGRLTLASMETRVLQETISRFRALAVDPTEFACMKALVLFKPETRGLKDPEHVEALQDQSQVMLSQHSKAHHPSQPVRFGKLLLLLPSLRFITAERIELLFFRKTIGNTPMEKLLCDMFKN
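Assay system: NR2E3–RetCOR corepressor complex. Quantity: 1.35 nM GST-NR2E3. Buffer or medium: pH 7.5 Tris-based buffer. Reagent: biotinylated RetCOR corepressor at 7 nM final. Schedule: 5 h at 4 °C. Detection: TR-FRET, emission read at 617 and 671 nm. Replicates: one well per compound, singlicate testing.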
TRPM1 prom inh – inhibitors of MITF-driven TRPM1 promoter in melanoma cells; 330,000 tested, 0.83% active; inhibition, % at 12.5 µM; SK-MEL-5 TRPM1 promoter luciferase, 24 h;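 active means mean inhibition across replicates of 60% or more, whatever share of single replicates reaches that level; inconclusive means some that reach 60%, reason not given; inactive means mean inhibition across replicates below 60%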; further: values of inactives mirror those of a sister screen read the other way
Vif imaging – HIV Vif inhibition; 340,000 tested, 0.35% active; inhibition, % at 7.49 µM; AID 602346; HEK293T cells, Vif self-association by quenched fluorescence, imaging, 24 h; in the data active means inhibition above about 50%, passing the limit was not always enough; inconclusive means no clear call, values can overlap the other calls; inactive means below about 31%; further: some results filed as inactive read as strong as hits
NR2E3 ag-2 – human photoreceptor-specific nuclear receptor agonism. CHO-S Gal4-NCOR/VP16-NR2E3 two-hybrid, luciferase. Q9Y5X4. 360,000 tested, 0.35% active. AID 602229. inhibition of corepressor binding, % at 3.98 µM;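 active means inhibition above the mean of all tested compounds plus 3 SD, cut at about 70% in these data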;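 further: 0% = DMSO with NR2E3 transfected cells and 100% = cells lacking NR2E3 construct; higher means lower luciferase signal from less NR2E3 corepressor binding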
Granule exo inh – blocks lytic granule exocytosis. TALL-104 LAMP-1 surface exposure, flow cytometry; cells stimulated with thapsigargin and PMA. inhibition, % at 10 µM. 360,000 tested, 0.66% active. AID 651702;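 active means inhibition above about 55%, limit read from the data; inconclusive means no clear call, values can overlap the other calls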
hiPSC survival – enhancers of human iPSC single-cell survival; survival enhancement, % at 20 µM; hiPSC single-cell survival, ATPlite luminescence; 100% = ROCK inhibitor wells, 0% = DMSO; AID 602274; 360,000 tested, 0.044% active; in the data active means survival enhancement above about 18%;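 further: cells exposed to compounds for 16 hours before the ATP read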
* = called active by the depositor.

Screening COc1cc(COCC(O)CN2CCN(Cc3ccc4c(c3)OCO4)CC2)cc(OC)c1OC (stereo not given) returned aDG glyco act 0.0, CaV13 FRET inh -6.0, Peg3 promoter 9.7, HIF-2a inh 2.6, PDI turbidity 8.9, NR2E3 ag-1 -2.0, TRPM1 prom inh 2.9, Vif imaging inconclusive, NR2E3 ag-2 -6.9, Granule exo inh -1.3 and hiPSC survival 0.9.
Screening COCc1nnc(NC(=O)CCCOc2ccccc2)s1 returned aDG glyco act 0.2, CaV13 FRET inh -4.7, Peg3 promoter 6.4, HIF-2a inh 12.2, PDI turbidity 2.1, NR2E3 ag-1 -1.8, TRPM1 prom inh -0.6, Vif imaging -13.0, NR2E3 ag-2 10.6, Granule exo inh -2.5 and hiPSC survival 2.5.
For CNc1ccccc1NC(=O)CCn1c(=S)oc2ccccc21 the results were aDG glyco act -0.1, CaV13 FRET inh -5.0, Peg3 promoter 19.4, HIF-2a inh 9.0, PDI turbidity 4.3, NR2E3 ag-1 -1.2, TRPM1 prom inh 4.4, Vif imaging 3.5, NR2E3 ag-2 -12.5, Granule exo inh 0.0 and hiPSC survival 0.2.
For CN(Cc1ccco1)C(=O)CCc1nc2sc3c(c2c(=O)[nH]1)CCCC3 the results were aDG glyco act 0.1, Peg3 promoter 2.5, HIF-2a inh 0.2, PDI turbidity 11.6, NR2E3 ag-1 -1.8, TRPM1 prom inh -1.2, Vif imaging 25.2, NR2E3 ag-2 0.3, Granule exo inh -4.5 and hiPSC survival -0.4.
For CCOC(=O)N1CCN(C(=O)CCNS(=O)(=O)c2ccc(C)c(C)c2)CC1 the results were aDG glyco act -0.1, CaV13 FRET inh -6.0, Peg3 promoter -2.7, HIF-2a inh 15.3, PDI turbidity -1.2, NR2E3 ag-1 -6.4, TRPM1 prom inh 2.7, Vif imaging 2.7, NR2E3 ag-2 27.6, Granule exo inh 0.0 and hiPSC survival -0.1.
For O=C(O)c1cccc(-n2c(O)c(C=C3N=c4ccccc4=N3)sc2=S)c1 the results were aDG glyco act 0.1, CaV13 FRET inh -2.8, Peg3 promoter 12.9, HIF-2a inh 15.7, PDI turbidity -7.9, NR2E3 ag-1 0.2, TRPM1 prom inh 25.0, Vif imaging 5.3, NR2E3 ag-2 -91.1, Granule exo inh 48.3 and hiPSC survival 0.8.
Screening COC(=O)c1ccc(C2/C(=C(/O)c3ccc(Cl)cc3)C(=O)C(=O)N2C2CCS(=O)(=O)C2)cc1 (stereo not given) returned aDG glyco act 1.4, CaV13 FRET inh -2.9, Peg3 promoter 1.3, HIF-2a inh 2.8, PDI turbidity 5.6, NR2E3 ag-1 2.5, TRPM1 prom inh 0.6, Vif imaging -0.4, NR2E3 ag-2 -19.2, Granule exo inh -4.7 and hiPSC survival 0.4.
For NN1C(=O)/C(=C2/Sc3ccccc3N2CCCS(=O)(=O)O)SC1=S the results were aDG glyco act -0.1, CaV13 FRET inh -5.3, Peg3 promoter -2.7, HIF-2a inh 10.8, PDI turbidity 0.8, NR2E3 ag-1 -2.6, TRPM1 prom inh -4.9, Vif imaging 4.5, NR2E3 ag-2 -1.3, Granule exo inh -4.9 and hiPSC survival -0.3.
For CSc1ccccc1OCc1cc(C(=O)NCC(C)Oc2cccnc2)no1 (stereo not given) the results were aDG glyco act 0.4, CaV13 FRET inh -5.8, Peg3 promoter -88.5, HIF-2a inh -112.9, PDI turbidity -2.6, NR2E3 ag-2 -27.8, Granule exo inh -1.0 and hiPSC survival 1.2.
`Cc1cccc(/C=N/NC(=O)c2cc(Br)ccc2O)n1` gave aDG glyco act -0.1, CaV13 FRET inh -4.2, Peg3 promoter -283.0, HIF-2a inh -147.1, PDI turbidity -1.5, NR2E3 ag-1 3.4, TRPM1 prom inh 9.0, Vif imaging -6.2, NR2E3 ag-2 -16.4, Granule exo inh 1.6 and hiPSC survival -0.4.
For CCN(CC(=O)N1CCOCC1)S(=O)(=O)c1ccccc1 the results were aDG glyco act 0.0, CaV13 FRET inh -3.6, Peg3 promoter -2.0, HIF-2a inh 9.9, PDI turbidity 6.2, NR2E3 ag-1 2.5, TRPM1 prom inh 10.8, Vif imaging -15.8, NR2E3 ag-2 -0.7, Granule exo inh -5.8 and hiPSC survival -0.4.
N/C(=N\OC(=O)c1ccc2ccccc2c1)c1ccccn1 was read as aDG glyco act 0.7, CaV13 FRET inh -4.1, Peg3 promoter 111.3*, HIF-2a inh 25.5, PDI turbidity 0.4, NR2E3 ag-1 2.6, TRPM1 prom inh 36.1, Vif imaging -2.1, NR2E3 ag-2 -29.0, Granule exo inh 5.2 and hiPSC survival -4.8.

Brought forward from above: 2 entries, then new ones.
For CCN(CC(=O)N1CCOCC1)S(=O)(=O)c1ccccc1 the results were aDG glyco act 0.0, CaV13 FRET inh -3.6, Peg3 promoter -2.0, HIF-2a inh 9.9, PDI turbidity 6.2, NR2E3 ag-1 2.5, TRPM1 prom inh 10.8, Vif imaging -15.8, NR2E3 ag-2 -0.7, Granule exo inh -5.8 and hiPSC survival -0.4.
N/C(=N\OC(=O)c1ccc2ccccc2c1)c1ccccn1 was read as aDG glyco act 0.7, CaV13 FRET inh -4.1, Peg3 promoter 111.3*, HIF-2a inh 25.5, PDI turbidity 0.4, NR2E3 ag-1 2.6, TRPM1 prom inh 36.1, Vif imaging -2.1, NR2E3 ag-2 -29.0, Granule exo inh 5.2 and hiPSC survival -4.8.
Screening CC1=C(C(=O)OCC(C)C)C(c2ccsc2)NC(=O)N1 (stereo not given) returned aDG glyco act -0.4, Peg3 promoter 1.9, HIF-2a inh 28.3, PDI turbidity 0.0, NR2E3 ag-1 -5.4, TRPM1 prom inh 0.4, Vif imaging -3.2, NR2E3 ag-2 -35.1, Granule exo inh 0.0 and hiPSC survival -0.9.
For COC(=O)C[C@H]1c2cc(F)cc(F)c2S(=O)(=O)N1C1CCN(Cc2ccccc2)CC1 the results were aDG glyco act 0.0, CaV13 FRET inh -11.4, Peg3 promoter 14.6, HIF-2a inh -4.2, PDI turbidity -9.1, NR2E3 ag-1 8.3, TRPM1 prom inh 1.5, Vif imaging -2.6, NR2E3 ag-2 -9.2, Granule exo inh 6.9 and hiPSC survival -2.4.
Cc1cccc(C)c1N1CCc2cn[nH]c21 was read as aDG glyco act 0.1, Peg3 promoter 9.6, HIF-2a inh 5.5, PDI turbidity -5.3, NR2E3 ag-1 -0.4, TRPM1 prom inh 3.8, NR2E3 ag-2 8.7, Granule exo inh -0.8 and hiPSC survival 0.6.
COc1ccc(C2SCC(=O)N2C)cc1 (stereo not given) was read as aDG glyco act 0.1, Peg3 promoter 21.0, HIF-2a inh 15.5, PDI turbidity 12.9, NR2E3 ag-1 3.5, TRPM1 prom inh 1.8, Vif imaging 1.2, NR2E3 ag-2 7.9, Granule exo inh -1.7 and hiPSC survival 0.9.
`O=C(Nc1cccc(-n2cnnn2)c1)c1ccncc1` gave aDG glyco act -0.2, CaV13 FRET inh -4.9, Peg3 promoter 9.4, HIF-2a inh -4.2, PDI turbidity -5.8, NR2E3 ag-1 0.4, TRPM1 prom inh 14.9, Vif imaging 8.0, NR2E3 ag-2 9.7, Granule exo inh 4.7 and hiPSC survival -0.1.
`CCOC(=O)Nc1ccc(S(=O)(=O)NCCCN2CCOCC2)cc1` gave aDG glyco act 0.6, Peg3 promoter 10.8, HIF-2a inh 18.9, PDI turbidity 6.1, NR2E3 ag-1 1.2, TRPM1 prom inh 3.0, Vif imaging -3.5, NR2E3 ag-2 4.6, Granule exo inh -0.4 and hiPSC survival 0.3.
`CC(=O)OC[C@]12CC[C@H]3[C@@](C)(CC[C@H]4C(C)(C)CCC[C@]34C)[C@@H]1CC(C1=CC(=O)OC1O)O2` (stereo not given in full) gave aDG glyco act -0.2, Peg3 promoter 105.3*, HIF-2a inh 88.9*, Vif imaging -29.2, NR2E3 ag-2 102.3*, Granule exo inh 85.6* and hiPSC survival -3.6.
For O=C(O)c1ccc(NC(=O)C2(c3ccccc3)CCOCC2)cc1 the results were aDG glyco act 0.2, CaV13 FRET inh -5.0, Peg3 promoter -4.7, HIF-2a inh 6.2, PDI turbidity 18.5, NR2E3 ag-1 1.0, TRPM1 prom inh -2.7, Vif imaging 11.3, NR2E3 ag-2 -4.4, Granule exo inh -2.9 and hiPSC survival 5.8.
COc1ccc(-c2c(Sc3ccccc3)c3cc(-c4ccc5c(c4)OCO5)ccc3n2C)cc1 was read as aDG glyco act 0.0, CaV13 FRET inh -5.4, HIF-2a inh 8.6, NR2E3 ag-2 -28.0, Granule exo inh 25.7 and hiPSC survival 1.4.
Screening CCn1c(Cc2cccc3ccccc23)nnc1SCC(=O)Nc1nccs1 returned aDG glyco act 0.9, CaV13 FRET inh -3.5, Peg3 promoter 12.1, HIF-2a inh 14.1, PDI turbidity 2.4, NR2E3 ag-1 0.5, TRPM1 prom inh -5.3, Vif imaging -14.0, NR2E3 ag-2 -18.6, Granule exo inh -1.4 and hiPSC survival -1.1.
For CCOC(=O)C1CCCN(c2nc3c(C)cccn3c(=O)c2/C=C(\C#N)C(=O)NCc2ccco2)C1 (stereo not given) the results were aDG glyco act -0.1, CaV13 FRET inh -5.0, Peg3 promoter 3.2, HIF-2a inh 24.9, PDI turbidity -0.7, NR2E3 ag-1 2.1, TRPM1 prom inh -1.4, Vif imaging -5.2, NR2E3 ag-2 -22.3, Granule exo inh 18.8 and hiPSC survival -0.2.
For CCN(CC)C(=O)CSC1=Nc2ccccc2C2=NC(c3ccccc3)C(=O)N12 (stereo not given) the results were aDG glyco act 0.3, CaV13 FRET inh -4.5, Peg3 promoter -8.8, HIF-2a inh 2.2, PDI turbidity 1.5, NR2E3 ag-1 2.8, TRPM1 prom inh 13.2, Vif imaging 0.0, NR2E3 ag-2 -16.0, Granule exo inh 3.2 and hiPSC survival -3.5.
Screening CCc1ccc(C(=O)C(C)OC(=O)CN2C(=O)NC3(CCCC3)C2=O)cc1 (stereo not given) returned aDG glyco act -0.2, CaV13 FRET inh -6.1, Peg3 promoter -9.6, HIF-2a inh 3.7, PDI turbidity -5.7, TRPM1 prom inh 1.6, Vif imaging -3.7, NR2E3 ag-2 -7.3, Granule exo inh -1.4 and hiPSC survival 1.1.
For COc1ccccc1NC(=S)NC12CN3CN(CN(C3)C1)C2 the results were aDG glyco act -0.2, CaV13 FRET inh 0.0, Peg3 promoter 2.9, HIF-2a inh 15.5, PDI turbidity -0.7, NR2E3 ag-1 3.4, TRPM1 prom inh -3.6, Vif imaging 2.6, NR2E3 ag-2 3.6, Granule exo inh 0.9 and hiPSC survival -1.6.
For CC1(C)Cc2ccccc2-c2nc(CN3CCOCC3)[nH]c(=O)c21 the results were aDG glyco act 0.0, CaV13 FRET inh -8.6, Peg3 promoter 12.0, HIF-2a inh 15.6, PDI turbidity 6.2, NR2E3 ag-1 0.3, TRPM1 prom inh 5.6, Vif imaging 0.1, NR2E3 ag-2 17.3, Granule exo inh -1.6 and hiPSC survival 2.2.
